From PubChem BioAssay
SENP8 block-1 – SENP8 (human) protease inhibition; Q96LD8; recombinant SENP8, Nedd8 substrate fluorescence; inhibition, % at 20 µM; hit rate 0.64% among 360,000; AID 602440; in the data active means inhibition mostly above about 40%, no sharp cut-off; inactive means mostly below about 27%
NLRP3 yeast inh – inhibitors of NALP3 inflammasome in yeast. Yeast reconstituted NLRP3/ASC/caspase-1, beta-gal luminescence, 24 h. inhibition, % at 10 µM. hit rate 0.39% among 330,000;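 active means inhibition of 50% or more; inactive means inhibition below 50%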;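 further: plate controls were induced DMSO wells for no effect and uninduced yeast grown without galactose for full effect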
SENP7 block – SENP7 protease inhibition. Q9BQF6. recombinant SENP7, Z-RLRGG-aminoluciferin luminescence, 40 min. inhibition, % at 5 µM. hit rate 1.5% among 330,000. AID 434973;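 active means inhibition above about 50% at the single test dose, limit read from the data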;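 further: plate controls were DMSO with enzyme for no effect and no enzyme buffer wells for full effect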
SENP1 FRET inh – blocks the human SENP1 SUMO protease catalytic domain; Q9P0U3; recombinant SENP1 catalytic domain, CyPet-SUMO1-YPet FRET cleavage; inhibition, % at 10 µM; hit rate 0.21% among 360,000;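 active means inhibition at least 30% at 10 µM, raw YFP signal under a set limit, fluorescence ratio 0.5 to 1.5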;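 further: 0% = enzyme with DMSO and 100% = no enzyme wells; some results filed as inactive read as strong as hits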
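Assay system: hSENP1 catalytic domain, recombinant. Amount: SENP1 enzyme, 20 pM final. Schedule: 50 min reaction, RT, dark. Technique: FRET, CFP and YFP emission. Control set: no-enzyme wells low, DMSO-plus-enzyme wells high control.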
SENP8 block-2 – inhibitors of human SENP8 protease | Q96LD8 | purified SENP8, Z-RLRGG-aminoluciferin cleavage, luminescence | inhibition, % at 10 µM | hit rate 1.2% among 330,000 | AID 2540; in the data active means inhibition above about 50%
PfGluPho inh – PfG6PD (Plasmodium falciparum) enzyme inhibition | inhibition, % at 20 µM | PfGluPho enzyme, NADPH resazurin-diaphorase fluorescence | AID 504690 | hit rate 0.78% among 350,000;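 active means inhibition reaching at least a set limit at 20 µM in the primary screen, cut at about 59% in these data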;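 further: 0% = DMSO wells with substrate and 100% = DMSO wells lacking glucose-6-phosphate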
SENP6 inh – blocks the human protease SENP6. Q9GZR1. Recombinant SENP6 catalytic domain, aminoluciferin luminescence. inhibition, % at 10 µM. hit rate 1.8% among 330,000. AID 2599;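 active means inhibition above about 50% at the single tested dose, limit read from the data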;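 further: plate controls were DMSO wells with enzyme for no effect and DMSO wells lacking enzyme for full effect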
Apaf-1 inh – blocks human Apaf-1 apoptosome activity; inhibition, % at 20 µM; AID 489030; O14727; reconstituted apoptosome caspase-3 activity, DEVD-Rh110 fluorescence; hit rate 0.71% among 330,000; active means inhibition of at least 40% at 20 µM;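 further: plate controls were DMSO wells for no effect and DEVD-CHO caspase inhibitor wells for full effect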
Target sequence (O14727 whole entry, looked up): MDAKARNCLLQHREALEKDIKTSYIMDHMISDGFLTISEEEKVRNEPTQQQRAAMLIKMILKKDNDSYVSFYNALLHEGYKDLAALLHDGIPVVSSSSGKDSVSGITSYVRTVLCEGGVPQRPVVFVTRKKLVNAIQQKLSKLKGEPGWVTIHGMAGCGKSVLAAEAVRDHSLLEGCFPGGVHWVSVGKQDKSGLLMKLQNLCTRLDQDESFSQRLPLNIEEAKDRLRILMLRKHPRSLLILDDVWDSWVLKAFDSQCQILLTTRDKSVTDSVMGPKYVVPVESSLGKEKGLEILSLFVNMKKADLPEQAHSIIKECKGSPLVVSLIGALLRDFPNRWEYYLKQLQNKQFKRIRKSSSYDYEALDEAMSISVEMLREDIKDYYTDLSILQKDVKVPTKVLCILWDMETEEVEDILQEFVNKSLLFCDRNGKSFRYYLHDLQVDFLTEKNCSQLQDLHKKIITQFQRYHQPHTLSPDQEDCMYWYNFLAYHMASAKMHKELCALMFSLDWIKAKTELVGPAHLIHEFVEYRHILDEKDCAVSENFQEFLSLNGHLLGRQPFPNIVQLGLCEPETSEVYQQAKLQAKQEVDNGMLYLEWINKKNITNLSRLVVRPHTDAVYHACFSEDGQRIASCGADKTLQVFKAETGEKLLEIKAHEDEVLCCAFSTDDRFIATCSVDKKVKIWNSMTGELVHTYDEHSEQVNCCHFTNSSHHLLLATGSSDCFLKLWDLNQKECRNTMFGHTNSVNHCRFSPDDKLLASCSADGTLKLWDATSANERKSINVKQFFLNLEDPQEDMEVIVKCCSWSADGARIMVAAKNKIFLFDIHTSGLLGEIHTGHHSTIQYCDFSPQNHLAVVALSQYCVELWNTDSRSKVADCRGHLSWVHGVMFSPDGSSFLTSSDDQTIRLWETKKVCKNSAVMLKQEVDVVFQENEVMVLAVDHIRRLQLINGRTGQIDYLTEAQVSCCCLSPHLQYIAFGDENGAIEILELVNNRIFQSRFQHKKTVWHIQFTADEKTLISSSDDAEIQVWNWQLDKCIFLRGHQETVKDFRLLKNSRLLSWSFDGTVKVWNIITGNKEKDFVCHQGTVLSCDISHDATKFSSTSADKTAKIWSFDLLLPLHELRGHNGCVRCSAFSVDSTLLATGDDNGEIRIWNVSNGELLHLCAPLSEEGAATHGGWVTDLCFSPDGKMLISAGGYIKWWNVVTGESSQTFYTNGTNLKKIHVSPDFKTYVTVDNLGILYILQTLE
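Material: reconstituted apoptosome with Apaf-1, cytochrome c, caspase-9, procaspase-3, dATP; medium: pH 7.5 Hepes buffer with CHAPS, BSA, DTT; also added: cytochrome c and DEVD-Rh110 substrate; timing: 30 min plus 50 min, RT; signal: Rh110 fluorescence intensity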
HKDC1 inh – blocks human hexokinase HKDC1 activity. recombinant HKDC1, G6PDH/diaphorase resazurin coupled fluorescence. inhibition, % at 20 µM. hit rate 0.16% among 340,000;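 active means inhibition above about 35% when tested at 20 µM, limit read from the data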;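 further: plate controls were DMSO wells with enzyme for no effect and DMSO wells lacking enzyme for full effect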
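Test system: HK5 enzyme. Quantity: 5 µg/mL HK5 final. Reagent: glucose and ATP substrates. Schedule: 90 min reaction incubation at room temperature, dark. Technique: resazurin-to-resorufin fluorescence via G6PDH and diaphorase coupling, 525/613 nm. Control set: DMSO wells with and without enzyme mix.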
Starred values were filed as active, the others as inactive; . = no result given.

Every second line gives: SENP8 block-1, SENP6 inh, HKDC1 inh, NLRP3 yeast inh, SENP8 block-2, SENP1 FRET inh, PfGluPho inh, SENP7 block, Apaf-1 inh
#1 O=C(Nc1nc2ccccc2c(=O)s1)c1ccco1
    11.7, -4.5, 2.4, 26.0, -5.9, 2.1, 2.6, 1.4, -3.5
#2 O=C(NCc1ccccn1)c1ccc(Cl)c(NC2=NC3CS(=O)(=O)CC3S2)c1 (stereo not drawn)
    4.5, 6.9, 0.9, -5.3, 3.5, -0.4, 4.4, 1.9, -1.4
#3 CCn1c(SCC(=O)c2cc(OC)ccc2OC)nnc1C(C)C
    8.1, -15.6, 13.6, -1.1, -0.9, 1.7, 36.3, -8.7, -6.0
#4 CCOc1ccc(N(C)S(=O)(=O)c2ccc(C)c(C(=O)NCc3ccccc3OC)c2)cc1
    2.3, -9.4, 0.3, 17.7, 2.7, -2.6, -10.1, -3.3, 5.9
#5 CC(Cc1cccnc1)NC(=O)c1cc(COc2ccc(F)cc2Cl)on1 (stereo not drawn)
    7.2, 15.0, 1.5, 31.5, -1.8, 1.0, -9.9, -0.7, 21.0
#6 C/C(=N/NS(=O)(=O)c1cc(C)ccc1C)c1ccc2c(c1)OCO2
    6.5, -5.2, -2.1, 19.0, -1.3, 1.7, 3.6, -2.4, -8.2
#7 N#CCSc1nc2sccc2c(=O)n1-c1ccccc1
    -6.3, -17.6, 1.3, -5.8, -6.0, -10.3, 5.5, -3.2, 16.1
#8 CN(C)C(=O)CSc1nnc(CCNC(=O)OC(C)(C)C)o1
    1.7, -11.3, -0.2, -21.3, -7.2, 0.6, -7.2, -0.4, -11.6
#9 CCc1c(C)nc(SCC(N)=O)c(C#N)c1C
    4.5, -23.0, 3.3, 16.4, -7.2, 3.0, -2.8, -0.5, -3.5
#10 COc1ccccc1CNc1nc(-c2cc(C)n(C)c2C)cs1
    2.8, ., 1.9, ., ., 3.6, 36.2, ., .
#11 CCOC(=O)c1nn(-c2cccc(OC)c2)c2nc(CC)c(C#N)c(=O)n12
    -271.0, -10.6, -12.9, 10.3, -2.0, 2.3, 10.3, -3.5, 3.2
#12 CCCCNC(=O)C1(NC(=O)Nc2ccccc2)CCCCC1
    4.3, -3.4, 0.3, 6.9, -1.2, 2.7, 14.2, 0.5, -2.2
#13 CC(=O)NC[C@H]1CN(c2ccc(N3CCOCC3)c(F)c2)C(=O)O1
    ., 9.4, ., 13.2, 9.2, ., ., 11.6, -3.4
#14 O=C(/C=C/C(=O)N1CCc2ccccc2C1)N1CCc2ccccc2C1
    16.2, -9.7, 0.8, 11.5, -1.7, -7.3, -2.0, 7.0, 17.0
#15 Cc1cccc(-n2nnc(C(=O)Nc3ccc(F)cc3)c2N)c1
    -3.5, -49.6, 1.1, 17.0, -2.1, -2.4, 10.2, 26.7, 12.0
#16 O=C(OCc1ccccc1)N(CCCCN(CCCNCc1ccccc1)C(=O)OCc1ccccc1)CCCNCc1ccccc1
    22.9, ., -2.5, ., ., 1.3, 22.4, ., .
#17 N=C1SCC(=O)N1c1ccc(Cl)cc1
    17.6, -11.3, 3.7, 28.8, -11.1, 0.2, -5.5, -13.1, 4.8
#18 COc1ccccc1Nc1nc(N)nc(CCl)n1
    2.3, -28.9, 0.3, -15.5, -0.7, -3.6, -9.1, 2.2, -4.6
#19 COC(CNC(=O)c1ccc(N2CCCC2=O)cc1)OC
    25.0, -22.4, -5.6, 4.4, -7.9, 0.7, -1.9, -11.5, -4.1
#20 C[C@]12c3[nH]c4ccc(Cl)cc4c3CCN1C(=O)[C@@H](CC(=O)NCc1cccc(C(F)(F)F)c1)C[C@@H]2C(=O)N1CCOCC1
    -3.6, ., 27.3, ., ., 0.4, 30.7, 3.2, 28.0
#21 Cc1nnc(SCC(=O)NC2CCCC2)n1-c1ccccc1
    3.6, 2.3, -3.9, 8.9, 4.1, 2.9, 4.1, 1.6, -5.3
#22 COCC(=O)N(Cc1cc2cc(C)ccc2[nH]c1=O)c1cccc(C)c1C
    -72.9, 9.5, 5.4, 10.0, 3.7, -1.0, -15.6, 0.0, 3.7
#23 Cc1cccc(C)c1Nc1nnc(SCC(=O)Nc2cc(S(=O)(=O)N3CCCCC3)ccc2Cl)s1
    16.1, 6.4, 12.7, -0.6, -1.2, -1.0, -1.1, 7.0, 12.9
#24 Cc1cc2nc(SCCN3CCOCC3)[nH]c2cc1C
    34.0, 1.6, -5.0, 9.0, -6.8, 1.6, 7.0, -3.8, 2.7
#25 O=C(NC12CC3CC(CC(C3)C1)C2)c1ccc(-c2cccc(Cl)c2)o1
    19.4, -4.4, -4.4, 19.6, -0.7, 1.7, 4.5, 0.1, 7.4
#26 O=C(O)C1CCCCC1C(=O)NCc1ccc(F)cc1 (stereo not drawn)
    -184.8, -11.5, -7.4, 5.6, -0.4, 3.0, -14.2, 3.2, -14.9
#27 O=C(COc1ccccc1)Nc1ccc2c(c1)C(=O)N(CC1CCCO1)C2=O (stereo not drawn)
    -359.4, 17.9, -6.5, 4.7, -0.5, -0.2, -6.2, 7.8, 3.8
#28 O=C(Nc1nc(-c2ccc3c(c2)OCCO3)cs1)c1ccc(S(=O)(=O)N2CCCCC2)cc1
    -11.2, -16.2, 3.0, 9.3, -3.3, 2.6, -9.6, 7.7, -15.1
#29 O=C(O)/C=C/C(=O)c1ccc2c(c1)NC(=O)CO2
    -3.8, -3.2, -1.1, 12.1, -5.7, 1.0, 20.9, 4.5, -4.8
#30 CCc1nc(Nc2ccc3c(c2)OCCO3)c2oc3ccccc3c2n1
    -225.5, -2.2, -0.5, 10.5, -10.9, -0.2, 24.4, -5.4, 7.4

Arranged by formula weight (high to low): some entries from above.
Every second line gives: SENP8 block-1, SENP6 inh, HKDC1 inh, NLRP3 yeast inh, SENP8 block-2, SENP1 FRET inh, PfGluPho inh, SENP7 block, Apaf-1 inh
#30 CCc1nc(Nc2ccc3c(c2)OCCO3)c2oc3ccccc3c2n1
    -225.5, -2.2, -0.5, 10.5, -10.9, -0.2, 24.4, -5.4, 7.4
#12 CCCCNC(=O)C1(NC(=O)Nc2ccccc2)CCCCC1
    4.3, -3.4, 0.3, 6.9, -1.2, 2.7, 14.2, 0.5, -2.2
#21 Cc1nnc(SCC(=O)NC2CCCC2)n1-c1ccccc1
    3.6, 2.3, -3.9, 8.9, 4.1, 2.9, 4.1, 1.6, -5.3

The main list resumes, starting 5 compounds before the break.
Every second line gives: SENP8 block-1, SENP6 inh, HKDC1 inh, NLRP3 yeast inh, SENP8 block-2, SENP1 FRET inh, PfGluPho inh, SENP7 block, Apaf-1 inh
#26 O=C(O)C1CCCCC1C(=O)NCc1ccc(F)cc1 (stereo not drawn)
    -184.8, -11.5, -7.4, 5.6, -0.4, 3.0, -14.2, 3.2, -14.9
#27 O=C(COc1ccccc1)Nc1ccc2c(c1)C(=O)N(CC1CCCO1)C2=O (stereo not drawn)
    -359.4, 17.9, -6.5, 4.7, -0.5, -0.2, -6.2, 7.8, 3.8
#28 O=C(Nc1nc(-c2ccc3c(c2)OCCO3)cs1)c1ccc(S(=O)(=O)N2CCCCC2)cc1
    -11.2, -16.2, 3.0, 9.3, -3.3, 2.6, -9.6, 7.7, -15.1
#29 O=C(O)/C=C/C(=O)c1ccc2c(c1)NC(=O)CO2
    -3.8, -3.2, -1.1, 12.1, -5.7, 1.0, 20.9, 4.5, -4.8
#30 CCc1nc(Nc2ccc3c(c2)OCCO3)c2oc3ccccc3c2n1
    -225.5, -2.2, -0.5, 10.5, -10.9, -0.2, 24.4, -5.4, 7.4
#31 O=C1NC(=O)C(c2cn(-c3ccccc3)nc2-c2ccc(F)cc2)N1 (stereo not drawn)
    5.9, -2.4, -4.3, 15.1, 6.2, -1.8, -11.1, 3.1, 7.8
#32 O=C(NC(Cc1ccccc1)C(=O)O)/C(=C\c1ccc(Br)cc1)NC(=O)c1ccc(Br)o1 (stereo not drawn)
    -3.0, 8.3, -3.1, 12.5, 2.5, -28.8, -15.6, 8.2, -1.1
#33 COc1cc(Br)c(C2CC(=O)Nc3cc(OC)c(OC)cc32)cc1OC (stereo not drawn)
    10.8, 6.6, -3.4, 13.7, -5.4, 1.7, -17.0, 1.7, -7.8
#34 Cc1nnc(NS(=O)(=O)c2ccc(F)cc2)s1
    5.0, ., -6.7, ., ., 0.1, 3.0, ., .
#35 CC(NC(=O)c1ccc(F)cc1Cl)C1CC2CCC1C2 (stereo not drawn)
    12.7, -9.2, 1.4, 31.8, 9.6, 2.8, -12.6, -6.7, 6.9
#36 CC(C)NS(=O)(=O)c1ccc(NC(=O)C(C)Oc2ccc(C(=O)c3ccccc3)cc2)cc1 (stereo not drawn)
    24.0, -6.7, -6.3, 0.8, 4.6, -0.9, 3.3, 6.5, 1.7
#37 CCOC(=O)N1CCN(S(=O)(=O)CCNC(=O)c2ccc(OC)cc2)CC1
    13.3, -5.3, -2.7, 5.3, -2.7, 0.9, -16.4, 1.8, 3.8
#38 COc1ccc2c(c1)c(C(O)CN1CCN(Cc3ccc4c(c3)OCO4)CC1)c(C)n2C (stereo not drawn)
    -2.3, -21.0, -2.7, 10.4, 8.0, 17.3, -8.2, -4.1, -0.1
#39 COC(=O)CNC(=O)C(C)NC(=O)OCc1ccccc1 (stereo not drawn)
    17.0, 10.1, -5.0, 4.3, 5.6, -0.6, 2.1, 1.0, -1.2
#40 CCc1ccc(OCC(=O)OCC(=O)NC2CCCC(C)C2C)cc1 (stereo not drawn)
    9.0, -12.9, -8.3, -4.1, 5.0, 0.6, 0.1, -1.2, -0.8
#41 CCOc1ccc(NC(=O)C(CC(=O)O)Cc2ccc(C)cc2)cc1 (stereo not drawn)
    34.4, 7.4, -2.9, 0.7, -3.5, 0.9, -15.3, -10.3, 1.5
#42 COc1cc(CCC(=O)OCC(=O)N(CCC#N)c2ccccc2)cc(OC)c1OC
    11.9, 8.4, -3.2, -1.7, 5.6, 0.0, 3.4, 1.2, 8.4
#43 COC(=O)C1(C(=O)OC)NOC2C(=O)N(c3ccccc3)C(=O)C21 (stereo not drawn)
    11.9, -11.1, -7.5, -12.7, -1.8, 2.3, 11.5, 9.3, -21.7
#44 COc1ccc(CNS(=O)(=O)c2cc3c(cc2C)N(C)CCO3)cc1
    -52.6, -2.4, -6.6, 8.7, 1.2, 1.6, 15.2, -6.8, -0.1
#45 CC1CCN(c2ccc(C(=O)NCc3cccs3)cn2)CC1
    -19.0, -9.2, 5.4, 19.2, 7.5, 1.9, -7.8, 0.2, 2.0

Four entries from above, set out differently.
#38 COc1ccc2c(c1)c(C(O)CN1CCN(Cc3ccc4c(c3)OCO4)CC1)c(C)n2C (stereo not drawn)
#31 O=C1NC(=O)C(c2cn(-c3ccccc3)nc2-c2ccc(F)cc2)N1 (stereo not drawn)
#39 COC(=O)CNC(=O)C(C)NC(=O)OCc1ccccc1 (stereo not drawn)
#44 COc1ccc(CNS(=O)(=O)c2cc3c(cc2C)N(C)CCO3)cc1
assay / entry	38	31	39	44
SENP8 block-1	-2.3	5.9	17.0	-52.6
SENP6 inh	-21.0	-2.4	10.1	-2.4
HKDC1 inh	-2.7	-4.3	-5.0	-6.6
NLRP3 yeast inh	10.4	15.1	4.3	8.7
SENP8 block-2	8.0	6.2	5.6	1.2
SENP1 FRET inh	17.3	-1.8	-0.6	1.6
PfGluPho inh	-8.2	-11.1	2.1	15.2
SENP7 block	-4.1	3.1	1.0	-6.8
Apaf-1 inh	-0.1	7.8	-1.2	-0.1
